Assay outcomes (PubChem)
TIM10 inh: inhibits growth of TIM10 yeast strain; AID 463195; hit rate 1.4% among 330,000; inhibition, % at 10 µM; S. cerevisiae TIM10 strain growth, BacTiter-Glo luminescence, 24 h;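 active = inhibition of 40% or more at the single tested concentration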;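 also: wild-type TIM10 isogenic control strain grown at permissive 25 °C; 0% = DMSO yeast wells and 100% = minimal medium wells without yeast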
tim23-1 inh: inhibits growth of tim23-1 mutant yeast | inhibition, % at 20 µM | S. cerevisiae tim23-1 growth, BacTiter-Glo luminescence, 24 h | AID 463212 | hit rate 1.3% among 330,000;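 active = growth inhibition of the mutant yeast at or above 50%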;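 also: temperature-sensitive mutant grown at 25 °C; plate controls were DMSO-treated mutant yeast for no effect and medium wells lacking yeast for full effect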
APJ ag: activates the human apelin receptor APJ; P35414; CHO-K1 APJ PathHunter beta-arrestin, luminescence; 0% DMSO wells, 100% apelin; activation, % at 20 µM; hit rate 0.11% among 330,000; AID 2520;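 active = activation more than six SD over the plate average, tested at 20 µM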;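 also: 0% = DMSO alone and 100% = apelin-13 at 10 nM; some results filed as inactive read as strong as hits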
Target sequence (P35414 whole entry, looked up): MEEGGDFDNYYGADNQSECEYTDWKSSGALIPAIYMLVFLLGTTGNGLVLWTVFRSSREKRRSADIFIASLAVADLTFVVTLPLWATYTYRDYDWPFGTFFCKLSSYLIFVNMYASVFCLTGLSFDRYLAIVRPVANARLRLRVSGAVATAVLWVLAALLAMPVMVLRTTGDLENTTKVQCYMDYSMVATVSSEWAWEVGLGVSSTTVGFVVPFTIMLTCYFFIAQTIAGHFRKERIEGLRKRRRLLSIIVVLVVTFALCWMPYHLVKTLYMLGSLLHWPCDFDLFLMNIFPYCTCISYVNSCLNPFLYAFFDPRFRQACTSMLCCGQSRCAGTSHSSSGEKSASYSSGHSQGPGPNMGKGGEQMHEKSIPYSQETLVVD
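Test system: CHO-K1 APJ beta-arrestin complementation cell line. Amount: cell density 1000 per well. Controls: DMSO negative, 10 nM Apelin-13 positive. Signal: luminescent beta-gal fragment complementation, chemiluminescent substrate. Read-out basis: agonist-driven arrestin binding to APJ. Timing: compound stimulation 90 min at 25 °C, detection 60 min.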
UPR CHOP act: apoptotic UPR (CHOP) activation. hit rate 0.34% among 330,000. activation, % at 10 µM. CHO-CHOP luciferase reporter, luminescence; percent of tunicamycin response over DMSO baseline;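 active = at 10 µM dose, activation of 40% or more, normalized to positive control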;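 also: 100% = tunicamycin at 10 µg/mL and 0% = DMSO alone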
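Assay system: CHO cells with stable CHOP pathway luciferase reporter; Buffer or medium: F12 plus 10% serum; Times: 16-18 h cell attachment, then 6 h compound exposure, 37 °C; Signal: luciferase luminescence; Read-out basis: percent activation relative to tunicamycin control; Control set: tunicamycin high control, DMSO low control.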
Mdm2 MdmX PPI: human Mdm2/MdmX binding inhibition | inhibition, % at 8 µM | O15151+Q00987 | hit rate 3% among 330,000 | SaOS-2 split-luciferase Mdm2/MdmX complementation, luminescence;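 active = inhibition of at least 50% at 8 µM in the primary screen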
tim10-1 inh: inhibits growth of tim10-1 mutant yeast; hit rate 2.2% among 330,000; S. cerevisiae tim10-1 ts strain growth, BacTiter-Glo, 24 h; inhibition, % at 20 µM;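 active = inhibition of at least 40%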;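 also: mutant grown at 25 °C; 0% = DMSO wells with yeast and 100% = wells holding no yeast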
CXCR6 block: CXCR6 (human) receptor inhibition. hit rate 0.36% among 360,000. O00574. inhibition, % at 20 µM. CHO-K1 PathHunter CXCR6 beta-arrestin, luminescence; in the data active = inhibition above about 34%, passing the limit was not always enough;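 also: antagonist mode with CXCL16 agonist at 10 nM final; 0% = 10 nM CXCL16 with DMSO and 100% = unstimulated wells without agonist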
Target sequence (O00574 whole entry, looked up): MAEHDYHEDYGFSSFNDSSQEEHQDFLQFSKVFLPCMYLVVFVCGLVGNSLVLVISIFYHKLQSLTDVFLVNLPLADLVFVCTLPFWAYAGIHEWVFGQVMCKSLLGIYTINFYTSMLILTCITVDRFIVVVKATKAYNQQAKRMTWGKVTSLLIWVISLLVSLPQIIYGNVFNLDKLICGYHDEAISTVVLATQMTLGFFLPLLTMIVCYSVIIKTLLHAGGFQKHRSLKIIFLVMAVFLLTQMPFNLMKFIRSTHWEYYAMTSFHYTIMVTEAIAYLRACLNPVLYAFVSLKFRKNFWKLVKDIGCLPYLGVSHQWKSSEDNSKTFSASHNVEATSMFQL
APJ antag: antagonists of human APJ apelin receptor; P35414; CHO-K1 APJ beta-arrestin complementation, luminescence; inhibition, % at 20 µM; hit rate 0.32% among 330,000; AID 2521;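 active = inhibition above about 40% at 20 µM, limit read from the data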;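 also: cells challenged with 10 nM apelin-13 agonist together with compound; plate controls were apelin-13 plus DMSO wells for no effect and DMSO wells lacking apelin-13 for full effect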
XBP1 UPR activ: adaptive UPR (XBP1) activation. CHO-XBP1 luciferase reporter, IRE1-XBP1 UPR activation, luminescence; percent of tunicamycin response, DMSO as zero. activation, % at 20 µM. hit rate 0.33% among 330,000. AID 463104;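 active = versus positive control, 20 µM dose yields 30% or more activation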;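 also: 100% = tunicamycin at 10 µg/mL and 0% = DMSO only wells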
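Material: CHO cell line with stable XBP1 luciferase reporter; schedule: 16-18 h cell attachment at 37 °C, then 6 h compound exposure; signal: glow luminescence from Steady-Glo reagent; medium: serum-containing F12 medium, 10% FBS; benchmarks: tunicamycin 10 µg/mL and vehicle-only wells; read-out: percent activation relative to tunicamycin reference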
Active calls of the source: *; . = no result given. An excerpt; count on the stated rates, not on these rows.

Below each SMILES: TIM10 inh | tim23-1 inh | APJ ag | UPR CHOP act | Mdm2 MdmX PPI | tim10-1 inh | CXCR6 block | APJ antag | XBP1 UPR activ
Cc1ccccc1N/N=C/c1sc(=O)n(Cc2cccc(C(=O)O)c2)c1Cl
→ 28 | 32 | 11 | 2.9 | 37 | 20 | -9 | -35 | -1
Cc1ccc(Sc2ncccc2C(=O)N(C)Cc2cccs2)c(C)c1
→ 32 | 30 | 0 | 1.0 | -28 | 33 | -1 | 13 | 0
COC(CNC(=O)Cn1nc(Cc2ccncc2)c2ccccc2c1=O)OC
→ -22 | -8 | -4 | 0.0 | 10 | 3 | -5 | 2 | -1
COc1cc(C2NC(=O)NC(C)=C2C(C)=O)cc(OC)c1OC (stereo not drawn)
→ 8 | -10 | -1 | 0.3 | 7 | 0 | 5 | 17 | 0
CCOC(=O)c1ccc(N=C2C(=S)N(c3ccc(C(=O)OCC)cc3)C(=N)N2/N=C/c2ccccc2)cc1
→ 27 | 42 | -6 | 53* | -46 | 37 | 7 | 7 | 10
COc1ccc(S(=O)(=O)N2CCC(C(=O)NCc3cccc(OC)c3)CC2)cc1
→ 34 | 21 | 9 | -2.6 | 4 | 16 | -5 | -13 | -1
CCOc1ccc(C(=O)Nc2ccccc2C(=O)O)cc1
→ -10 | 2 | 0 | 3.0 | -36 | -1 | -7 | 4 | 0
COc1cc(/C=N/NC(=O)c2ccccn2)ccc1OC(=O)c1ccc(Br)cc1
→ 16 | -4 | -4 | 2.1 | 10 | -8 | 4 | -4 | -1
CC1CCC(N2CCN(c3ncccn3)CC2)C1 (stereo not drawn)
→ 2 | -3 | -5 | -3.9 | 13 | -3 | -14 | -33 | -1
Cc1ccc(NC(=O)Cn2c(CCC(=O)O)ccc2-c2ccc(Cl)cc2)cc1
→ 24 | 13 | -1 | -2.0 | -35 | 30 | 0 | 10 | -7
Cc1cc(C)nc(OC(C(=O)O)C(OCCC(C)C)(c2ccccc2)c2ccccc2)n1 (stereo not drawn)
→ 11 | 6 | -4 | 4.9 | 19 | 13 | -2 | -9 | -6
Cc1ccc(/C(O)=C2/C(=O)C(=O)N(CCN3CCOCC3)C2c2cccs2)cc1 (stereo not drawn)
→ -15 | 14 | -6 | -0.3 | 12 | 8 | -3 | 11 | 2
CC(=O)Cc1nsc(NC(=O)c2ccc(COc3ccc(C)cc3)o2)n1
→ 21 | 21 | 5 | 3.4 | -11 | 3 | -5 | 21 | 1
Cc1cccc(C(CC(=O)N2CCCC2)c2ccccc2)c1O (stereo not drawn)
→ 1 | 34 | -2 | -0.9 | -6 | 25 | 2 | -2 | -3
CCn1c(SCC(=O)NC2CCCC2)nnc1C(C)C
→ -11 | 7 | -2 | -2.4 | -33 | 4 | 0 | 2 | -4

Later entries:
Below each SMILES: TIM10 inh | tim23-1 inh | APJ ag | UPR CHOP act | Mdm2 MdmX PPI | tim10-1 inh | CXCR6 block | APJ antag | XBP1 UPR activ
CCN1CCN(c2sc(S(C)(=O)=O)nc2S(=O)(=O)c2ccc(C)cc2)CC1
→ -5 | 7 | -5 | 1.5 | 28 | 19 | -29 | 1 | -5
Cc1ccccc1NC(=O)CSc1nc(COc2ccccc2)nc2ccccc12
→ -1 | 11 | 0 | 0.5 | 21 | 4 | -5 | 21 | -3
COc1cc(C=O)ccc1OCc1cccc(Br)c1
→ -15 | 12 | -2 | 6.7 | -103 | 24 | -1 | -4 | 1
CN(Cc1ccccc1NC(=O)c1ccc(S(=O)(=O)N(C)C)cc1)C1CCCCC1
→ 13 | 20 | -3 | -1.6 | 21 | 13 | . | 2 | -1
CCOC(=O)c1cccc(NC(=O)CSc2nnc(-c3ccoc3C)n2CCOC)c1
→ 0 | 10 | 4 | -0.7 | -12 | 18 | -2 | 4 | 0
CCC(=O)Nc1ccc(C(=O)Nc2ccc(Br)cc2F)cc1
→ 11 | 3 | 3 | 3.2 | 0 | 4 | -4 | 16 | 4
Cc1cccc2c(C(=O)O)cc(-c3cccnc3)nc12
→ 4 | -5 | -2 | 1.0 | -17 | 2 | -1 | -10 | -3
CC(C)CCNC(=O)COc1ccc(N(C)S(=O)(=O)c2ccc(F)cc2)cc1
→ -1 | 30 | -4 | 1.2 | -18 | 10 | 10 | -2 | 3
Cc1nc(NC(=O)c2c(-c3ccccc3)noc2C)sc1C(=O)N(C)C
→ -2 | 18 | 5 | 1.8 | -2 | 0 | -10 | -22 | -1
O=c1[nH]c(CN2CCN(S(=O)(=O)/C=C/c3ccccc3)CC2)nc2ccccc12
→ 39 | 35 | -2 | -0.9 | -6 | 36 | -6 | 10 | -3
CC(OC(=O)CCc1nc2ccccc2c(=O)[nH]1)C(=O)c1ccc(Br)cc1 (stereo not drawn)
→ -2 | 10 | -2 | 0.9 | -25 | -7 | -31 | 3 | 0
CC(=O)Nc1ccc(NC(=O)c2ccc(NS(=O)(=O)c3cc(C(C)(C)C)ccc3C)cc2)cc1
→ -16 | -2 | -2 | -2.1 | 7 | 11 | 7 | 2 | 0
Cc1cc(C)cc(OCC(=O)OC(C)C(=O)Nc2ccc(Cl)cn2)c1 (stereo not drawn)
→ 1 | 21 | -5 | 1.2 | 16 | 19 | -1 | 19 | -2
CCCc1nc(SCC(=O)c2ccc(F)cc2)c2ccccc2n1
→ -32 | 11 | -3 | 1.1 | 14 | -14 | 8 | 16 | 0
CCc1ccccc1OCC(=O)Nc1cccc(S(=O)(=O)NCc2ccco2)c1
→ 18 | 39 | -2 | 2.7 | 25 | 36 | 0 | -62 | -2

Additional compounds.
Below each SMILES: TIM10 inh | tim23-1 inh | APJ ag | UPR CHOP act | Mdm2 MdmX PPI | tim10-1 inh | CXCR6 block | APJ antag | XBP1 UPR activ
COc1ccc2[nH]c(=O)c(CN(C(=O)NC3CCCCC3)C3CCCC3)cc2c1
→ -11 | -15 | -3 | 3.5 | -2 | 8 | 4 | -4 | -2
C=CCN1C(=O)c2ccc(C(=O)N(CCC)CC(=O)Nc3ccccc3C)cc2C1=O
→ 2 | 1 | -5 | -1.1 | 1 | 4 | -1 | 4 | 0
Cc1ccc(SCC(=O)Nc2ccccc2N2CCOCC2)cc1
→ 15 | 29 | -2 | 2.7 | -21 | 22 | -4 | -19 | -1
COc1cc(-c2nnc(SCc3cccnc3)n2C)cc(OC)c1O
→ 9 | 10 | -2 | -0.8 | 13 | 7 | -4 | 3 | 0
O=C(Cc1ccccc1)NNS(=O)(=O)c1ccc([N+](=O)[O-])cc1
→ 7 | 4 | 0 | -2.2 | 6 | -4 | -4 | -16 | -3
Cc1cccc(C)c1OCC(O)CN(Cc1ccccc1O)C1CCCCC1 (stereo not drawn)
→ 11 | -35 | -2 | -0.2 | 5 | -28 | 5 | 0 | -4
C[C@@]12C(=O)N(Cc3ccc(F)cc3)CC(=O)N1[C@H]1c3cc(Cl)ccc3OC[C@@H]1[C@@H]2c1ccccc1
→ 31 | 30 | -3 | 1.8 | 44 | 29 | 1 | 1 | 1
COC(=O)C(C(C)C)N1CCc2c(C)nc3c(C#N)cnn3c21 (stereo not drawn)
→ 3 | 19 | -4 | -0.6 | 19 | 20 | 6 | 8 | 3
CCOC(=O)N1CCN(C(=O)c2ccc3nc(-c4ccccc4)c(-c4ccccc4)nc3c2)CC1
→ 22 | 19 | 1 | 0.5 | 36 | 13 | 6 | 14 | 1
COc1ccc(NS(=O)(=O)c2ccc(C(=O)OC(C)C(=O)N3CCOCC3)cc2)cc1 (stereo not drawn)
→ 4 | 13 | 0 | 3.2 | 1 | 11 | 4 | -42 | -2
O=C1Cn2c(nc3ccccc32)N1c1ccccc1F
→ 1 | -7 | -5 | -1.1 | 13 | -2 | -11 | 3 | 0
CC(C)CC(c1nnnn1C1CCCC1)N1CCN(C(=O)c2ccco2)CC1 (stereo not drawn)
→ 1 | 29 | -4 | 0.8 | 19 | 18 | -5 | 6 | -3
N=c1c2c3c(sc2ncn1CCCN1CCOCC1)CCCCC3
→ -13 | 7 | -4 | -0.3 | -28 | -7 | 1 | -6 | 1
COC(=O)CCCCC1SCC2NC(=O)NC21O (stereo not drawn)
→ -6 | -1 | -2 | 0.5 | 15 | -9 | 4 | 5 | -2
ClC1(Cl)CC1Cn1c(C2CC2)nc2ccccc21 (stereo not drawn)
→ 10 | 9 | -2 | 0.9 | 15 | 3 | -2 | 1 | -2

In a second layout: 13 of the compounds above.
mol | TIM10 inh | tim23-1 inh | APJ ag | UPR CHOP act | Mdm2 MdmX PPI | tim10-1 inh | CXCR6 block | APJ antag | XBP1 UPR activ
Cc1ccc(SCC(=O)Nc2ccccc2N2CCOCC2)cc1 | 15 | 29 | -2 | 2.7 | -21 | 22 | -4 | -19 | -1
COc1cc(-c2nnc(SCc3cccnc3)n2C)cc(OC)c1O | 9 | 10 | -2 | -0.8 | 13 | 7 | -4 | 3 | 0
O=C(Cc1ccccc1)NNS(=O)(=O)c1ccc([N+](=O)[O-])cc1 | 7 | 4 | 0 | -2.2 | 6 | -4 | -4 | -16 | -3
Cc1cccc(C)c1OCC(O)CN(Cc1ccccc1O)C1CCCCC1 (stereo not drawn) | 11 | -35 | -2 | -0.2 | 5 | -28 | 5 | 0 | -4
C[C@@]12C(=O)N(Cc3ccc(F)cc3)CC(=O)N1[C@H]1c3cc(Cl)ccc3OC[C@@H]1[C@@H]2c1ccccc1 | 31 | 30 | -3 | 1.8 | 44 | 29 | 1 | 1 | 1
COC(=O)C(C(C)C)N1CCc2c(C)nc3c(C#N)cnn3c21 (stereo not drawn) | 3 | 19 | -4 | -0.6 | 19 | 20 | 6 | 8 | 3
CCOC(=O)N1CCN(C(=O)c2ccc3nc(-c4ccccc4)c(-c4ccccc4)nc3c2)CC1 | 22 | 19 | 1 | 0.5 | 36 | 13 | 6 | 14 | 1
COc1ccc(NS(=O)(=O)c2ccc(C(=O)OC(C)C(=O)N3CCOCC3)cc2)cc1 (stereo not drawn) | 4 | 13 | 0 | 3.2 | 1 | 11 | 4 | -42 | -2
O=C1Cn2c(nc3ccccc32)N1c1ccccc1F | 1 | -7 | -5 | -1.1 | 13 | -2 | -11 | 3 | 0
CC(C)CC(c1nnnn1C1CCCC1)N1CCN(C(=O)c2ccco2)CC1 (stereo not drawn) | 1 | 29 | -4 | 0.8 | 19 | 18 | -5 | 6 | -3
N=c1c2c3c(sc2ncn1CCCN1CCOCC1)CCCCC3 | -13 | 7 | -4 | -0.3 | -28 | -7 | 1 | -6 | 1
COC(=O)CCCCC1SCC2NC(=O)NC21O (stereo not drawn) | -6 | -1 | -2 | 0.5 | 15 | -9 | 4 | 5 | -2
ClC1(Cl)CC1Cn1c(C2CC2)nc2ccccc21 (stereo not drawn) | 10 | 9 | -2 | 0.9 | 15 | 3 | -2 | 1 | -2
